GLS inh: inhibitors of human glutaminase (GLS). actives 0.21% (n = 410,000). O94925. AID 624170. GLS enzymatic activity, qHTS titration. Potency, µM (doses to about 45.5 µM), for inactives: at the top dose activity change, negative = inhibition, most hits filed as inhibitors; further: potency means the concentration at half of the fitted maximal effect; on the % scale 0 is the no-effect control and ±100 the full control effect
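hKGA; 45 mM KH2PO4 pH 8.2 + 0.02% Tween-20; cpd via pin tool; 1 mM Gln soln; GluOx/HRP/Amplex Red; RT 30 min; fluor. t0 & final.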
HP1b binding inh: blocks HP1-beta chromodomain binding to methylated histone tails. Potency, µM (series often up to 114 µM), without a hit: at the highest dose activity change, negative = inhibition, usual class: inhibitors. actives 0.56% (n = 390,000). AlphaScreen HP1-beta / biotin-H3K9me3 peptide binding. AID 540317; further: potency means the concentration at half of the fitted maximal effect; nearly all actives have a fitted effect of over 70% in size; inactives centre near 23
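Compound inhibition of the preformed complex between 50 nM HP1-beta and 50 nM biotinylated H3K9me3 peptide was read by AlphaScreen. Buffer was PBS pH 7.4 with 0.01% Tween-20. Incubations ran 30 min at room temperature, with 10 ug/mL donor/acceptor beads.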
G9a inh: inhibitors of human histone lysine methyltransferase G9a | actives 8.8% (n = 350,000) | Potency, µM (top dose mostly 102 µM), without a hit: top-dose activity, negative = inhibition, hits mostly inhibitors | G9a H3K9 monomethylation, AlphaScreen, 2 h | Q96KQ7; further: potency means the concentration at half of the fitted maximal effect; on the % scale 0 is the no-effect control and ±100 the full control effect; nearly all actives have a fitted effect of over 75% in size
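G9a (20 nM) was preincubated 15 min with compound, then reacted 2 h at room temperature with 500 nM biotin-H3K9 peptide and 20 µM SAM. Monomethyl-H3K9 detected by AlphaScreen using anti-H3K9me1 antibody.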
Tb PGK inh: inhibitors of T. brucei phosphoglycerate kinase; AID 602233; actives 0.043% (n = 380,000); Potency, µM (highest dose often 57.5 µM), for inactives: at the highest dose activity change, negative = inhibition, usual class: inhibitors; PGK/GAPDH coupled, Kinase-Glo luminescence, 60 min; further: potency means the concentration at half of the fitted maximal effect; on the % scale 0 is the no-effect control and ±100 the full control effect; nearly all actives have a fitted effect of over 60% in size
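Luminescent ATP detection (Kinase-Glo Plus) follows a 60-minute room-temperature incubation, with wells lacking PGK as controls. Buffer: 100 mM TEA (pH 7.6), 5 mM MgCl2, 0.01% Tween-20. Coupling enzyme GAPDH (100 nM final) supplies unstable 1,3-BPG in-well.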
JMJD2A Tudor inh: blocks the human JMJD2A Tudor domain; O75164; AlphaScreen JMJD2A-Tudor / H3K4me3 peptide binding; Potency, µM (highest dose often 114 µM), inactives show at the top dose activity change, negative = inhibition, usual class: inhibitors; actives 4.4% (n = 390,000); AID 504339; further: potency means the concentration at half of the fitted maximal effect; on the % scale 0 is the no-effect control and ±100 the full control effect; nearly all actives have a fitted effect of over 50% in size
Target sequence (O75164 whole entry, looked up, the tested form may be a part): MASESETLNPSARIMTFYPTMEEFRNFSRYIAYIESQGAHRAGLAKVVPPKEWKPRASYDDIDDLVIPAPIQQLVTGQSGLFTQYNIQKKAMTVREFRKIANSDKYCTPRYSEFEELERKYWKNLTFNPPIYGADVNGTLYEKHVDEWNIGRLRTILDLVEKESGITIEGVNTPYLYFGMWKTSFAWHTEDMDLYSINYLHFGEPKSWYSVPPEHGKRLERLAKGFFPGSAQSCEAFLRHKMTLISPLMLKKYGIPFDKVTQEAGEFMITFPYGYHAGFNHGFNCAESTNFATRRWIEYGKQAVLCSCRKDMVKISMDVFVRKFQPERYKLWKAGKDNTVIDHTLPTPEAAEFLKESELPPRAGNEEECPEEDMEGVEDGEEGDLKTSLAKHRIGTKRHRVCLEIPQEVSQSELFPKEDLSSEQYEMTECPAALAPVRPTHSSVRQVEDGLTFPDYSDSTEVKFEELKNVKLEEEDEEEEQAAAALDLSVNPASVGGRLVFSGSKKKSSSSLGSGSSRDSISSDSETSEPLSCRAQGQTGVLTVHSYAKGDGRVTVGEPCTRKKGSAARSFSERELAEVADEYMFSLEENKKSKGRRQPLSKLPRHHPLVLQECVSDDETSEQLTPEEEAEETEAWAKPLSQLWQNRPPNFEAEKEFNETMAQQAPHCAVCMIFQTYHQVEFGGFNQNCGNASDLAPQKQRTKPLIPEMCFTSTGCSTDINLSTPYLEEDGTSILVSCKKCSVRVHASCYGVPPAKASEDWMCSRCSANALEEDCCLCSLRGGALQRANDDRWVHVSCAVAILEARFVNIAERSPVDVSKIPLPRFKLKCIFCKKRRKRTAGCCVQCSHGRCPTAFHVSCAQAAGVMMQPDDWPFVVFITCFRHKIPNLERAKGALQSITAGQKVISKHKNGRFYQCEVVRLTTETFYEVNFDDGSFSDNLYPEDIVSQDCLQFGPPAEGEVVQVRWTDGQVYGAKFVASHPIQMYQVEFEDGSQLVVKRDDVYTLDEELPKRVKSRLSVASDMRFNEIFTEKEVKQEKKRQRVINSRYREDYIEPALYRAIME
ERG Ets-DNA blk: ERG Ets/DNA interaction inhibition. Potency, µM (titrated, usually from 76.9 µM), inactives show at the highest dose FP activity, negative = inhibition, usual class: inhibitors. fluorescence polarization, His-ERG Ets domain / labelled DNA. P11308. AID 624246. actives 0.028% (n = 370,000); active means well fitted inhibition curve with a large enough effect in the polarisation, with a control signal flat; inconclusive means small, poorly fitted or top-dose-only effect, or effect the other way, or a change in a side signal; inactive means no such curve, though single readings can be large or run the other way; the % refers to the polarisation;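 further: polarization taken with two DNA probes labelled with fluorescein and Texas red; potency means the concentration at half of the fitted maximal effect; % of control where 0% means no effect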
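His-tagged ERG Ets domain (1 uM in the protein solution; 300mM KCl, 50mM Tris-HCl, 1mM EDTA, 1mM DTT, pH 7.5) received compound, then a probe mix of 5 nM fluorescein-DNA and 100nM Texas-615-DNA. Fluorescence polarization was read for both dyes.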
PI4K2A inh: blocks human PI4K2A kinase activity. Q9BTU6. purified PI4K2A, ADP-Glo luminescence, 1 h; active compounds read low. activity change, negative = inhibition, % at 76.9 µM. actives 0.13% (n = 420,000); in the data active means activity change below about -50%; inconclusive means mostly about -30% to -49%;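 further: -100% = wells without enzyme as full effect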
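Compounds are screened against recombinant PI4K2A using PI as substrate and ATP, the latter dispensed at 300 microM. Reactions run one hour at ambient temperature before ADP-Glo detection; full inhibition defined by wells lacking enzyme.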
Pin1 inhibitor: inhibitors of human Pin1; Q13526; Pin1 FP peptide displacement, HiFluor488, 10 min; Potency, µM (series often up to 115 µM), without a hit: at the highest dose activity, negative = inhibition, usual class: inhibitors; actives 0.009% (n = 390,000); active means well fitted inhibition curve with a large enough effect in the polarisation, with a control signal flat, not every such curve was filed as active; inconclusive means small, poorly fitted or top-dose-only effect, or effect the other way, or a change in a side signal; inactive means no such curve, though single readings can be large or run the other way; the % refers to the polarisation; further: potency means the concentration at half of the fitted maximal effect; on the % scale 0 is the no-effect control and ±100 the full control effect
BAZ2B block: inhibitors of human BAZ2B bromodomain; Potency, µM (doses to about 114 µM), for inactives: at the highest dose activity change, negative = inhibition, usual class: inhibitors; Q9UIF8; AlphaScreen BAZ2B-H3K14Ac peptide displacement; actives 4.4% (n = 360,000); further: potency means the concentration at half of the fitted maximal effect; on the % scale 0 is the no-effect control and ±100 the full control effect; nearly all actives have a fitted effect of over 60% in size
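BAZ2B 50 nM plus b-H3(5-23)K14Ac 50 nM, PBS pH 7.4/0.01% Tween-20, 30 min RT; compound added (max 110 uM), 30 min RT; streptavidin donor/Ni-chelate acceptor beads 10 ug/mL final, 20 min dark; AlphaScreen read.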
* marks the source's active call; other numbers are inactive results; i = inactive; ? = inconclusive; nt = no result given; & = joins results of further samples; [ ] = dose if it differs, or a comment. Unless noted, the call rests on the fitted dose curve; in most records, active means well fitted curve in the direction sought with a large enough effect; inconclusive means small, poorly fitted or top-dose-only effect, or another doubt; inactive means no such curve, though single readings can be large; an effect the other way counts as inactive or inconclusive.

compound	GLS inh	HP1b binding inh	G9a inh	Tb PGK inh	JMJD2A Tudor inh	ERG Ets-DNA blk	PI4K2A inh	Pin1 inhibitor	BAZ2B block
CC1(C)CC(=O)C(C=NCc2ccccn2)=C(O)C1	5.5%	28.7%	19.3%[59 µM]	nt	-5.2%	nt	1.4	?	nt
Cc1ccc(NS(=O)(=O)c2ccc(CCC(=O)NCCCOC(C)C)cc2)cc1	1.7%	30.6%	12.1%[59 µM]	i	-5.0%	?	-4.2	?	-2.1%
CCc1nc(SC)[nH]c(=O)c1C	1.3%	38.6%	25.2%[2.33 µM]	5.2%	3.1%	-9.7%	-6.8	9.5%	6.6%
COc1ccc(-c2cn[nH]c2-c2ccc(OCc3ccccc3F)cc2O)cc1OC	-2.8%	5.5%	?	-2.5%	-11.8%[11.4 µM]	15.0%	8.3	-0.6%	-36.1%
CC(NC(=O)c1ccco1)C(=O)OCc1cccc(Cl)c1 (stereo unspecified)	-14.1%	?	25.9%[59 µM]	i	-21.1%	-2.3%	2.3	0.1%	-8.1%
COc1ccc(CNC(=O)CN(C2CCCCC2)S(C)(=O)=O)cc1	1.6%	63.5%[activator]	4.3%[59 µM]	-3.8%	-8.2%[57.1 µM]	-1.1%	-3.3	-10.0%	1.6%
c1cc[n+](CCC[n+]2ccccc2)cc1	-19.5%	11.4%	11.2µM*	i	?	-11.8%	6.7	2.7%	-0.5%
COc1ccc(C(=O)C2CCCN(C(=O)C3=CCCC3)C2)cc1OC (stereo unspecified)	-2.6%	31.8%	?	-6.3%	7.2%	-18.5%	5.2	-1.8%	-3.4%
C=CCn1c(SCC(=O)N(CC)C2CCS(=O)(=O)C2)nc2cc(C(=O)O)ccc2c1=O (stereo unspecified)	2.7%	34.8%[activator]	115.0%[activator][12.7 µM]	7.4%	-3.2%	-1.4%	-0.3	-6.1%	7.1%
CCCCNC(=O)c1cnc2n(c1=O)CCS2	6.4%	51.4%[activator]	8.8%[59 µM]	-7.6%	-10.1%	4.9%	-7.6	2.4%	9.7%
CCN(CCCNc1ncnc2nc[nH]c12)c1cccc(C)c1	30.6%[activator]	-19.2%	17.8µM*	-7.9%	39.8µM*	7.5%	-3.9	-3.9%	50.1µM*
CCCCNC(=S)Nc1cc(S(=O)(=O)N2CCCCC2)ccc1C	3.1%	-18.6%	-20.6%	-2.6%	-21.5%	6.9%	-0.2	-6.9%	-34.5%
CN1CCC(CNC(=O)Nc2ccccc2)(c2ccccc2)CC1	-19.7%	42.7%[activator]	2.2%	3.9%	-6.2%	6.1%	1.1	-1.0%	7.8%
CCN1CSC(=S)N(Cc2ccccc2)C1	-1.3%	38.9%	-49.6%	8.1%	-21.1%	11.6%	5.7	5.8%	-11.7%
CSc1sc(C(=O)Nc2ccc(F)cc2F)c2c1C=CCC2	-1.4%	73.5%[activator]	?	i	15.7%	-29.1%	0.6	8.9%	9.5%
COc1cc(NC(=O)C(C)C)ccc1NC(=O)c1cc2ccccc2o1	0.1%	30.2%	20.1%	i	-12.6%	-0.2%	-7.8	0.7%	-5.4%
CN1CCN(C(CNS(=O)(=O)c2ccc([N+](=O)[O-])cc2)c2ccc(F)cc2)CC1 (stereo unspecified)	-3.5%	9.0%	5.4%	-6.0%	-6.2%	2.9%	2.0	-9.1%	8.6%
Cn1c(-c2ccc(C=O)s2)nc2ccccc21	18.7%	51.1%[activator]	?	-16.4%	0.3%	8.3%	-8.4	-2.8%	-1.1%
O=C(CSc1ncnc2sccc12)Nc1ccccc1	-9.9%	36.5%	-1.8%	i	-1.4%	-6.7%	-2.2	7.6%	-2.3%
COc1ccc(NC(=O)NNC(=O)CCc2ccc(O)c(O)c2)cc1OC	?	?	-11.5%	-4.7%	28.2µM*	-4.5%	2.7	-4.0%	-16.9%
O=C(NCC(=O)N(Cc1ccccc1)C(C(=O)NC1CCCC1)c1cccnc1)c1ccco1 (stereo unspecified)	-3.6%	41.4%	-9.2%[59 µM]	-3.8%	-16.7%	5.8%	7.7	1.2%	-1.0%
COc1cc(O)c(C(CC(=O)N2CCCC(C)C2)c2ccc3c(c2)OCO3)c(OC)c1 (stereo unspecified)	9.8%	0.2%&24.5%	-7.1%[59 µM]	i	-32.4%	0.3%	-8.5	2.0%&-0.1%	-23.8%
Cc1ccc(C)c(NC(=O)CCN2C(=O)c3ccccc3Sc3ncccc32)c1	-14.4%	11.5%	-13.5%[59 µM]	-0.5%	-4.8%	7.8%	-6.3	3.2%	-12.0%
CN(C)c1ccc(C=c2c3cc([N+](=O)[O-])ccc3n3c2cc(-c2ccccc2)[n+]3C)cc1	-1.5%	11.2µM*	nt	-19.0%	11.2µM*	nt	-50.6*	?	nt
Cc1nn(-c2ccccc2)c(=O)c2noc(C)c12	5.6%	20.7%	25.1%	-6.6%	-10.8%	3.6%	1.5	3.8%	-1.7%
O=C(Cc1ccc([N+](=O)[O-])cc1)NC1CCCCCC1	0.7%	17.1%	nt	-10.8%	-12.8%	-7.1%	-0.3	-1.0%	13.8%[57.1 µM]
O=C(Cn1ncc(Cl)c(Cl)c1=O)N1CCc2ccccc21	3.2%	38.2%	-10.3%	-1.1%	-8.3%	3.3%	0.6	3.0%	-6.2%
Cc1cc([N+](=O)[O-])ccc1NCc1cccc2ccccc12	1.5%	-13.6%	nt	1.1%	?	nt	-2.3	-3.5%	nt
Cc1ccc(C(=O)Oc2oc(-c3ccccc3)nc2C=Nc2ccc(N(C)C)cc2)cc1	3.5%	37.2%	61.3%[59 µM]	i	-14.5%	9.9%	15.8	30.7%[activator]	45.5%[activator]
CNc1nc(Cl)c(SC)c(NCc2cccc(OC)c2)n1	?	19.7%	-5.2%	-9.3%	?	3.0%	-0.1	-2.2%	22.4%
Cc1nnc(Nc2ccccn2)c2ccccc12	-3.6%	16.0%	?	-2.8%	-7.4%	0.8%	7.6	0.2%	?
CCCc1nn2c(=O)cc(CSCC(=O)Nc3ccccc3)nc2s1	-5.1%	15.5%	-10.4%	-2.6%	-6.2%	3.1%	6.2	-0.9%	-1.0%
COCCCNC(=O)CCCn1c(=O)c2ccccc2n(CC(=O)Nc2ccc(C)cc2Cl)c1=O	10.7%	12.6%	-9.6%[59 µM]	-4.9%	-5.8%	13.5%	2.4	-2.7%	-25.7%
CC(C)(C)c1ccc(/C=C/C(=O)Nc2ncccn2)cc1	0.0%	11.5%	5.1%[59 µM]	-0.3%	-11.9%	10.2%	5.6	1.0%	-4.1%
NS(=O)(=O)c1cc(C(=O)NCCOc2ccccc2)c(Cl)cc1Cl	7.5%	41.4%[activator]	8.8%[59 µM]	-8.6%	-6.7%	10.9%	-3.5	-3.5%	-10.4%
Cc1c([N+](=O)[O-])c2ccc(O)cc2n1-c1ccccc1	-9.4%	27.6%	-28.9%	-11.0%	-10.2%	-6.8%	3.6	-2.5%	-5.4%
Cc1ccc(CNS(=O)(=O)c2c(C)nc3scc(C)n3c2=O)cc1	-4.1%&-7.2%	25.8%&25.0%	1.3%[59 µM]	-5.2%	-7.9%&-2.7%	5.6%&2.9%	-1.2&-1.1	-3.7%&-2.7%	-2.5%&-2.7%
COc1ccc(OCC(=O)N2CCCC2=O)c([N+](=O)[O-])c1	0.6%	33.1%	73.1%[activator]	-9.2%	-18.6%	8.1%	-1.2	-2.5%	-11.5%
CCOC(=O)c1cc(-c2csc(Nc3c(C)cc(C)cc3C)n2)on1	18.3%	22.1%	nt	i	-14.0%	3.3%	-1.8	2.3%	-38.4%
COc1ccc(OCC2c3cc(OC)c(OC)cc3CCN2C(=O)C(C)C)cc1 (stereo unspecified)	4.3%	-8.3%	?	9.6%	56.2µM*	1.4%	0.7	-0.2%	-36.6%
COCCn1c(SCC(=O)NCc2ccc(F)cc2)nc2ccccc21	-8.7%	22.2%	46.6%[activator]	-7.5%	-16.4%	7.8%	-4.1	-8.6%	0.3%
CC(C)(C)OC(=O)C[C@H]1C/C=C\C[C@H](CC(=O)N[C@H](CO)Cc2ccccc2)C(=O)N[C@H](Cc2ccccc2)COC1=O	0.0%	10.8%	nt	-1.1%	-32.2%	-2.1%	2.0	-1.0%	nt
Nn1c(Cc2ccccc2F)nnc1SCn1nnc2ccccc2c1=O	-5.7%	58.9%[activator]	25.1µM*	4.0%	-12.9%	4.3%	-1.0	18.4%	10.1%
CN1CCCN(Cc2nc(-c3ccc(Cl)cc3)no2)CC1	8.2%	27.5%	?	-8.4%	-22.5%	8.6%	-1.0	1.0%	-3.6%
O=C(COc1cccc(Cl)c1Cl)Nc1ccc2c(c1)CCC2	0.2%	16.3%	34.6%[59 µM]	-2.7%	?	-1.8%	5.3	4.2%	18.9%
O=C(COC(=O)Cc1ccc(-c2ccccc2)cc1)NCc1ccccc1	34.5%[activator]	-5.3%	-7.1%[59 µM]	-7.1%	-21.0%	0.2%	-1.5	2.6%	2.5%
O=C(O)CSCc1nc2scc(-c3ccccc3)c2c(=O)[nH]1	-9.9%	11.5%	50.1µM*	-1.6%	-4.7%[57.1 µM]	1.2%	2.9	1.4%	-24.2%

Bioassay records from PubChem.
